Source: PubChem BioAssay
RORgamma inh: inhibitors of mouse ROR gamma transcriptional activity; AID 2551; 310,000 compounds, 5.4% hits; Drosophila S2 Gal4-RORgamma UAS-luciferase reporter, 20 h; Potency, µM (series often up to 53.6 µM), inactives show at the highest dose activity change, negative = inhibition, hits mostly inhibitors; P51450; further: potency means the concentration at half of the fitted maximal effect; on the % scale 0 is the no-effect control and ±100 the full control effect; nearly all actives have a fitted effect of over 60% in size
Target sequence (P51450 whole entry, looked up, the tested form may be a part): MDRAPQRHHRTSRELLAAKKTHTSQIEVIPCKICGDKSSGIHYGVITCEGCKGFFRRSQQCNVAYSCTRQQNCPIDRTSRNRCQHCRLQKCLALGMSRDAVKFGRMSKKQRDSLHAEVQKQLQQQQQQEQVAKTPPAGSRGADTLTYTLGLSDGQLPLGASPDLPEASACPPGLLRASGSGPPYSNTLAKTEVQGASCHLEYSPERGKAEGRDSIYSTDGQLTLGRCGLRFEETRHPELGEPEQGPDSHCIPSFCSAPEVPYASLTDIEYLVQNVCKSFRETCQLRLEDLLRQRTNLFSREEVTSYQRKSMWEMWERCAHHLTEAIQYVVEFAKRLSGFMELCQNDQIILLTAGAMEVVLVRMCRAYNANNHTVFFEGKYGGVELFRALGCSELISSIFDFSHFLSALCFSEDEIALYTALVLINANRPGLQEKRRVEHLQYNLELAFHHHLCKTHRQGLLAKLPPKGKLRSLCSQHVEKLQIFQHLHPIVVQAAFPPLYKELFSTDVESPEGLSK
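Using a luciferase readout, inhibitors were identified by reduced reporter activity in Drosophila cells coexpressing a copper-inducible Gal4–ROR gamma fusion and UAS-driven Photinus luciferase, incubated 20 hr after 700 uM copper sulfate.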
Tb PFK inh: T. brucei PFK enzyme inhibition | O15648 | T. brucei PFK, ADP-Glo luminescence | Potency, µM (doses to about 57.5 µM), inactives show top-dose activity, negative = inhibition, most hits filed as inhibitors | 330,000 compounds, 0.17% hits | AID 485367;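 further: potency means the concentration at half of the fitted maximal effect; 0% = uninhibited 1x PFK enzyme wells and -100% = no-enzyme wells; nearly all actives have a fitted effect of over 60% in size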
Target sequence (O15648 whole entry, looked up): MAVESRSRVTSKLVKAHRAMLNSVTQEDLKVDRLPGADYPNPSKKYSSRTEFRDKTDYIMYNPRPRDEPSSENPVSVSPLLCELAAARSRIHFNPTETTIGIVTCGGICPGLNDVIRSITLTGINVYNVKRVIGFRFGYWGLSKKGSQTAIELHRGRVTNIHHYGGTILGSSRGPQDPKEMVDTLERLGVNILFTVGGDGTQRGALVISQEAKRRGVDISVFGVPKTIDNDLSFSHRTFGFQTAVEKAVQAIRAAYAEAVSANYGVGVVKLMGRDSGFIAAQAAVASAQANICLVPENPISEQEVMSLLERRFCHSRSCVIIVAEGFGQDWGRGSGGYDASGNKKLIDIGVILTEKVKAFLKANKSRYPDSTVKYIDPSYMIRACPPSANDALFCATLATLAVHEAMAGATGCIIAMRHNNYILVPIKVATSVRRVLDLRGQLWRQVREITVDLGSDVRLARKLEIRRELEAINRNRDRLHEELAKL
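In TEA buffer at pH 8.0 with 5 mM MgCl2, enzyme (1.25 nM) converted F6P (0.5 mM) and ATP (0.1 mM) for 45 min at room temperature. ADP product was read by luciferase luminescence.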
Rab9 promoter act: activators of Rab9 promoter; Huh7 Rab9 promoter-luciferase reporter, luminescence, 24 h; Potency, µM (top dose mostly 9.22 µM), without a hit: at the highest dose activation, negative = inhibition, most hits filed as activators; 320,000 compounds, 2.8% hits; AID 485297; further: potency means the concentration at half of the fitted maximal effect; % of control where 0% means no effect; nearly all actives have a fitted effect of over 60% in size
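Luminescence read-out: Huh7 cells stably expressing Rab9-luciferase, treated 24 h with compound at 37 °C, then lysed with luciferase reagent for 10 min at ambient before reading.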
KCNH2 3.1 block: inhibitors of human KCNH2 3.1 potassium channel isoform; U2OS KCNH2 3.1, thallium flux FluxOr; active compounds read low; activity change, % (tested at about 1.8 µM); 340,000 compounds, 0.95% hits;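 active means maximum activity change below -70%; inconclusive means maximum activity change from -70% to -50%; inactive means maximum activity change above -50%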;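 further: thallium influx rate constant from kinetic fluorescence after stimulation buffer; on the % scale 0 is the no-effect control and ±100 the full control effect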
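Steps: virus added to U2OS suspension (4 h, RT, dark); medium with 10% FBS added, cells plated, 37 C overnight; FluxOr/Red40 loading buffer 45 min RT; stimulation buffer, 2 min kinetic read; rate constant normalized.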
Gal4-VP16 FLuc: counter-screen for ROR gamma inhibitors: Gal4-VP16 reporter; AID 2546; Drosophila S2 Gal4-VP16 UAS-luciferase, luminescence, 20 h; 310,000 compounds, 3.5% hits; Potency, µM (series often up to 53.6 µM), for the others: top-dose activity, negative = inhibition, actives largely listed as inhibitors;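 further: Gal4-VP16 expression switched on by copper sulfate through the metallothionein promoter; potency means the concentration at half of the fitted maximal effect; on the % scale 0 is the no-effect control and ±100 the full control effect; nearly all actives have a fitted effect of over 50% in size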
FBPA coupling cs: counter-screen for Giardia aldolase inhibitors: coupling enzyme system | coupling enzyme system counterscreen, AmpLite Red fluorescence | activity change, negative = inhibition, % at 58.2 µM, hits read low | 290,000 compounds, 0.67% hits; in the data active means activity change below about -30%; further: on the % scale 0 is the no-effect control and ±100 the full control effect
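Counterscreen lacking aldolase: glyceraldehyde-3-phosphate coupling-enzyme reagent preincubated 10 min at RT with compound (at 57.5 uM final), then substrate/coupling system with AmpLite Red added; fluorescence read at 525/598 nm after 20 min RT.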
ELG1 genotoxic: genotoxicity induction in ELG1-luciferase HEK293T cells; Potency, µM (top dose mostly 46 µM), inactives show at the highest dose activity change, positive = activation, most hits filed as activators; 330,000 compounds, 1.3% hits; AID 504466; HEK293T ELG1-luciferase reporter, luminescence, 16 h; further: potency means the concentration at half of the fitted maximal effect; % of control where 0% means no effect; nearly all actives have a fitted effect of over 60% in size
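Cells (2,000/well) expressing the ELG1-luciferase fusion are dosed by pin tool and kept 16 hr at 37 °C, 5% CO2. Signal comes from ONE-Glo luciferase reagent after 30 min at room temperature.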
NPC1 promoter act: NPC1 promoter activation; Huh7 NPC1 promoter luciferase reporter, 24 h; Potency, µM (titrated, usually from 9.22 µM), without a hit: at the top dose activation, most hits filed as activators; 320,000 compounds, 2.4% hits; AID 485313;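 further: potency means the concentration at half of the fitted maximal effect; % of control where 0% means no effect; nearly all actives have a fitted effect of over 60% in size; reporter is driven by a mutant NPC1 promoter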
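In 1536-well qHTS, Huh7 cells harboring an NPC1 promoter–luciferase construct received compound for 24 h; activation was quantified by luminescence following luciferase reagent addition.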
Giardia killer: kills Giardia lamblia. Giardia lamblia trophozoite viability. activity change, % at 7.66 µM, hits read low. 340,000 compounds, 0.15% hits. AID 540267; in the data active means activity change below about -80%; inconclusive means between about -30% and that limit;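 further: parasites exposed to compound for two days anaerobically before the ATP read; on the % scale 0 is the no-effect control and ±100 the full control effect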
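Giardia lamblia trophozoites (100 cells/well) were incubated with compounds for 48 h at 37 deg C under anaerobic conditions. Viability was read as ATP content by one-step luminescence after 15-30 min at room temperature.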
uPA generation: inhibitors of cell surface uPA generation; cell surface uPA generation assay, qHTS; 330,000 compounds, 0.31% hits; Potency, µM (doses to about 38.3 µM), for inactives: top-dose activity change, negative = inhibition, most hits filed as inhibitors; active means well fitted inhibition curve with a large enough effect; inconclusive means small, poorly fitted or top-dose-only effect; inactive means no such curve, though single readings can be large or run the other way; tested in mouse RAW 264.7 cells; further: potency means the concentration at half of the fitted maximal effect; on the % scale 0 is the no-effect control and ±100 the full control effect; nearly all actives have a fitted effect of over 55% in size
FLuc counter: firefly luciferase modulation, counter-screen for miR-21 project; AID 588342; 360,000 compounds, 6.9% hits; Potency, µM (series often up to 57.5 µM), for inactives: top-dose activity change, negative = inhibition, most hits filed as inhibitors; purified FLuc, Km substrates, luminescence inhibition; P08659;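 further: potency means the concentration at half of the fitted maximal effect; plate controls were vehicle for no effect and reference inhibitor for full effect; nearly all actives have a fitted effect of over 55% in size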
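Purified P. pyralis luciferase, 10 nM final, with Km-level 10 uM D-luciferin and 10 uM ATP in 50 mM Tris acetate pH 7.5, 10 mM Mg acetate, 0.01% Tween-20, 0.05% BSA; 6-point qHTS titration about 60 µM downward; luminescence read.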
* hit, by the source's call; ? = inconclusive; . = no result given; & = joins results of further samples; [ ] = remark or other dose. Unless noted, the call rests on the fitted dose curve; in most records, active means well fitted curve in the direction sought with a large enough effect; inconclusive means small, poorly fitted or top-dose-only effect, or another doubt; inactive means no such curve, though single readings can be large; an effect the other way counts as inactive or inconclusive.

SMILES	RORgamma inh	Tb PFK inh	Rab9 promoter act	KCNH2 3.1 block	Gal4-VP16 FLuc	FBPA coupling cs	ELG1 genotoxic	NPC1 promoter act	Giardia killer	uPA generation	FLuc counter
CCCCNC(=O)C1CC(=O)N(CCC(C)C)C1 (stereo unspecified)	-115%	0%	-1%	3	11%	3	2%	1%	4	0%	0%
Cc1nc(-c2ccc(F)cc2)c(CC(=O)N2CCN(S(=O)(=O)c3ccccc3Br)CC2)s1	-13%	2%	0%	3	13%	.	-13%	-3%	-5	-22%	3%
CCCn1c(SCC(=O)N2CCOCC2)nnc1-c1ccncc1	5%	-1%	11%	-8	-7%	2	2%	3%	38[activator]	1%	-1%
S=c1c2c(nc3nc[nH]n13)CCC2	?	-7%	0%	34	0.89µM*	-36*	-3%	2%	?	17%	-7%
COC(=O)/C=C1\SC(=Nc2ccc(Cl)c(Cl)c2)NC1=O	-1%	1%	-3%	2	-6%	-3	-8%	0%	-18	1%	?
O=C(COc1ccc(Cl)cc1[N+](=O)[O-])NC1CCCCC1	44%	-6%	1.4µM*	-10	10%	3	?	?	-28	?	11µM*
COc1ccc(/C=C(/NC(=O)c2cccs2)C(=O)Nc2ccc(C)cc2)cc1OC	10%	2%	-6%	8	-1%	5	0%	1%	6	7%	3%
OCc1ccc2c(c1)c(-c1ccc3c(c1)OCCO3)c(-c1ccccc1)n2-c1ccccc1	.	3%	0%	-8	.	.	-9%	6%	-9	?	1%
CC(=O)Nc1ccc(-n2nnnc2SCC(=O)N2CCN(C(=O)c3ccco3)CC2)cc1	44%	-11%	-22%	1	-2%[0.365 µM]	0	1%	5%	4	7%	4%
CC1Cc2ccccc2N1C(=O)COC(=O)c1n[nH]c(=O)c2ccccc12 (stereo unspecified)	.	0%	-8%	-11	.	.	0%	-4%	-17	14%	1%
Cc1cc(NS(=O)(=O)c2ccc(NC(=O)c3cccc(OC(F)F)c3)cc2)nc(C)n1	15%	26%	-1%	-1	-2%	1	0%	0%	-28	2%	-23%
C=C(C)C1CC=C(C)/C(=N/NC(=O)c2cccc([N+](=O)[O-])c2)C1 (stereo unspecified)	-32%	-2%	-3%	11	2%	1	-5%	-1%	-7	3%	-2%
Cc1cc(C)nc(N/N=C/c2cccc3ccccc23)n1	-39%[10 µM]	4%	-2%	8	-74%	-7	9%	15%	10	-13%	12µM*
CCNC(=S)N1CCCC(c2nc3ccc(C)cc3[nH]2)C1 (stereo unspecified)	9%	2%	-8%	1	0%	1	10%	-5%	14	-5%	-5%
C[C@@H]1CN([C@H](C)CO)C(=O)c2cc(NC(=O)Cc3cn(C)c4ccccc34)ccc2O[C@H]1CN(C)S(=O)(=O)c1ccc(F)cc1	.	3%	.	9	.	.	0%	.	-7	-2%	.
COc1ccc(-n2cnc3sc4c(c3c2=O)CCCC4)cc1	26%	1%	22%	-3	-15%	1	4%	13%	13	1%	?
COc1ccc(NC(=O)C(OC(=O)c2cnccn2)c2ccccc2)cc1Cl (stereo unspecified)	14%	0%	3%	0	13%	.	7%	11%	-20	-3%	-1%
CC1CC(C)CN(C(=O)c2ccc(S(=O)(=O)N3CC(C)CC(C)C3)cc2)C1 (stereo unspecified)	4%	-9%	4%	14	-4%	0	1%	-4%	1	5%	0%
CC(=O)c1cccc(OCC(=O)Nc2cc(Cl)ccc2-n2cncn2)c1	.	0%	?	-5	.	.	4%	?	51[activator]	3%	?
CCC(C)C(NC(=O)c1ccccc1NC(=O)c1ccco1)C(=O)NNC(=O)c1ccncc1 (stereo unspecified)	-7%	0%	0%	-4	7%	0	3%	-2%	4	-1%	-12%

An excerpt taken from the entries so far, for reference:
SMILES	RORgamma inh	Tb PFK inh	Rab9 promoter act	KCNH2 3.1 block	Gal4-VP16 FLuc	FBPA coupling cs	ELG1 genotoxic	NPC1 promoter act	Giardia killer	uPA generation	FLuc counter
CC1Cc2ccccc2N1C(=O)COC(=O)c1n[nH]c(=O)c2ccccc12 (stereo unspecified)	.	0%	-8%	-11	.	.	0%	-4%	-17	14%	1%
Cc1cc(NS(=O)(=O)c2ccc(NC(=O)c3cccc(OC(F)F)c3)cc2)nc(C)n1	15%	26%	-1%	-1	-2%	1	0%	0%	-28	2%	-23%
C=C(C)C1CC=C(C)/C(=N/NC(=O)c2cccc([N+](=O)[O-])c2)C1 (stereo unspecified)	-32%	-2%	-3%	11	2%	1	-5%	-1%	-7	3%	-2%
Cc1cc(C)nc(N/N=C/c2cccc3ccccc23)n1	-39%[10 µM]	4%	-2%	8	-74%	-7	9%	15%	10	-13%	12µM*
CCNC(=S)N1CCCC(c2nc3ccc(C)cc3[nH]2)C1 (stereo unspecified)	9%	2%	-8%	1	0%	1	10%	-5%	14	-5%	-5%
C[C@@H]1CN([C@H](C)CO)C(=O)c2cc(NC(=O)Cc3cn(C)c4ccccc34)ccc2O[C@H]1CN(C)S(=O)(=O)c1ccc(F)cc1	.	3%	.	9	.	.	0%	.	-7	-2%	.
COc1ccc(-n2cnc3sc4c(c3c2=O)CCCC4)cc1	26%	1%	22%	-3	-15%	1	4%	13%	13	1%	?

(more compounds)
SMILES	RORgamma inh	Tb PFK inh	Rab9 promoter act	KCNH2 3.1 block	Gal4-VP16 FLuc	FBPA coupling cs	ELG1 genotoxic	NPC1 promoter act	Giardia killer	uPA generation	FLuc counter
CCC(O)CC(C(=O)NNc1ccccc1)C(=O)NNc1ccccc1 (stereo unspecified)	16%	0%	9%	-31	1%	4	10%	1%	-5	2%	1%
CN(CC(=O)N1CCC(C(N)=O)CC1)S(=O)(=O)c1ccc2ccccc2c1	-7%[1.91 µM]	1%	0%	23	9%	4	2%	-4%	17	1%	0%
Fc1cccc(CO/N=C/c2c(-c3ccccc3)nc3ccc(Cl)cn23)c1	5%	0%	3%	-19	8%	1	1%	-4%	1	-5%	-6%
COc1cccc(-c2nc(-c3ccncc3)no2)c1	-25%	-2%	1.4µM*	15	-8%	-3	?	2.8µM*	-5	-3%	5.4µM*
CCCCCCn1c(N2CCC(C)CC2)nc2c1c(=O)[nH]c(=O)n2C	-3%[10 µM]	1%	-11%	-10	-2%	-1	2%	0%	0	-1%	6%
Cc1noc(C)c1COC(=O)/C=C/c1ccc(Cl)cc1	35%	-2%	1%	4	2%	1	3%	-3%	2	-4%	-13%
CC(C)Cn1c(SCC(=O)c2c(N)n(C)c(=O)n(C)c2=O)nc2ccccc21	-20%	1%	0%	-32	-4%	-2	0%	6%	14	-5%	-1%
C/C(=N\NC(=O)COc1ccc(C(C)(C)C)cc1)c1cc2ccccc2o1	?	1%	3.5µM*	-18	?	-1	17%	2.8µM*	?	-15%	0.3µM*
COc1ccccc1NC(=O)CN1C(=O)NC2(CCCCCCC2)C1=O	43%	0%	-3%	-14	-7%	3	-1%	-5%	-13	.	6%
CCOCCCNC(=O)C(NC(=O)CNC(=O)c1ccccc1)c1ccccc1 (stereo unspecified)	-28%	-1%	0%	3	3%	-1	0%	-1%	-11	2%	4%
C/C(=N/NC(=O)CNC(=O)c1ccccn1)c1ccccc1	-3%	-5%	-1%	-2	2%	2	-2%	1%	3	12%	0%
Cc1nn(C)cc1S(=O)(=O)NCc1ccc2c(c1)OCO2	-13%	-5%	2%	10	-2%	.	0%	0%	-20	4%	3%
O=C(O)c1cccc(N2C(=O)/C(=C/c3ccc([N+](=O)[O-])cc3)C=C2c2ccccc2)c1	15%	-4%	7%	4	-6%	15	-4%	0%	4	?	24µM*
Cc1ccc(NC(=O)CCC(=O)Nc2nnc(C3CCCCC3)s2)cc1	6%	1%	1%	-9	0%	-3	6%	1%	48[activator]	4%	6%
Cn1c(C(=O)N2CCN(Cc3ccc4c(c3)OCO4)CC2)cc2c(=O)n(C)c3ccccc3c21	1%	-1%	2%	2	-18%	-2	-17%	-2%	1	-17%	3%
CC(C)c1ccc(N=C2N=C(N)c3ccccc32)cc1	-7%	2%	?	-7	5%	-10	?	-3%	-5	-6%	0.48µM*
O=C(NCCN1CCOCC1)C1CCC(=O)N1Cc1ccccc1Cl (stereo unspecified)	14%	?	-10%	4	-2%	0	-2%	0%	27	15%	-1%
Cc1ccn2c(-c3csc(NCc4ccco4)n3)c(C)nc2c1	13µM*	-2%	-8%	-4	?	-6	-5%	-4%	?	-5%	-14%
COc1cc(NC(=O)c2cc(-c3ccc4c(c3)OCO4)on2)cc(OC)c1OC	-19%	?	-28%	2	-21%	0	-2%	-33%[inhibitor]	13	-1%	2%&-1%

Outcome played no part in choosing rows; about 14% have a hit in one of these screens.
